UBC13 inh = inhibitors of human UBC13 polyubiquitin chain formation; TR-FRET; actives 0.47% (n = 330,000); inhibition, % at 20 µM; in the data active = inhibition above about 45%, passing the limit was not always enough
Target sequence (P61088 whole entry, looked up): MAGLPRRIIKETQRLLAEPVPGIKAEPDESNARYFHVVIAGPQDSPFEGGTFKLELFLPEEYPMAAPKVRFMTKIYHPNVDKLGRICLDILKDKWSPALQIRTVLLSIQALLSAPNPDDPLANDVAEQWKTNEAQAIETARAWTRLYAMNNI
APJ antag = blocks the human apelin receptor APJ; P35414; AID 2521; CHO-K1 APJ beta-arrestin complementation, luminescence; inhibition, % at 20 µM; actives 0.32% (n = 330,000);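 active = inhibition above about 40% at 20 µM, limit read from the data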;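 note: cells challenged with 10 nM apelin-13 agonist together with compound; plate controls were apelin-13 plus DMSO wells for no effect and DMSO wells lacking apelin-13 for full effect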
Jurkat NFkB inh = lowers PMA/ionomycin-induced NF-kB signal in Jurkat cells | PMA/ionomycin-induced NF-kB luciferase reporter, luminescence | AID 435003 | inhibition, % at 4 µM | actives 0.53% (n = 330,000); in the data active = inhibition above about 50%
CXCR6 inh = blocks human CXCR6 beta-arrestin recruitment; CHO-K1 PathHunter CXCR6 beta-arrestin, luminescence; inhibition, % at 20 µM; actives 0.36% (n = 360,000); AID 602244; in the data active = inhibition above about 34%, passing the limit was not always enough;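 note: antagonist mode with CXCL16 agonist at 10 nM final; 0% = 10 nM CXCL16 with DMSO and 100% = unstimulated wells without agonist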
Gli-Sufu antag = antagonists of Gli-Sufu signaling. Sufu-KO-LIGHT fibroblasts, Gli luciferase reporter luminescence. inhibition, % at 5 µM. actives 0.74% (n = 340,000). AID 588413;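 active = inhibition above about 55%, limit read from the data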;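 note: 0% = DMSO-treated cells and 100% = wells with medium but no cells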
EBI2 block = antagonists of human EBI2 receptor; EBI2 beta-arrestin recruitment, luminescence, 7a,25-OHC stimulated; inhibition, % at 5 µM; actives 0.81% (n = 360,000); AID 651636; in the data active = inhibition above about 38%;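 note: enzyme fragment complementation signal reports receptor beta-arrestin coupling in cells; 0% = agonist plus DMSO wells and 100% = wells without agonist; some results beyond the cut were filed as inactive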
Target sequence (P32249 whole entry, looked up, the tested form may be a part): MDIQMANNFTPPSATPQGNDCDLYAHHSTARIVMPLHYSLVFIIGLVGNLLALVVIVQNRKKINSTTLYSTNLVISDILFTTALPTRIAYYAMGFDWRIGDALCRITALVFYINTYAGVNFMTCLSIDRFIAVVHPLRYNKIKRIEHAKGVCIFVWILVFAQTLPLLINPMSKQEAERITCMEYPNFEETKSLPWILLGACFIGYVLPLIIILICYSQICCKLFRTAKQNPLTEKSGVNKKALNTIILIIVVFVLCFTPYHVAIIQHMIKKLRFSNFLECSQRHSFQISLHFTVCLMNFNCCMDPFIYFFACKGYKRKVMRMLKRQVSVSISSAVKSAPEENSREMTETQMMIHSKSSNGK
CCR6 antag = CCR6 (human) receptor antagonism; P51684; CHO-K1 CCR6 PathHunter beta-arrestin, luminescence, CCL20-stimulated; inhibition, % at 20 µM; actives 0.49% (n = 340,000);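 active = compounds whose inhibition of the agonist-driven luminescence signal at 20 µM reaches about 50%, limit read from the data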;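 note: cells stimulated with CCL20 at 14 nM final; plate controls were DMSO with CCL20 for no effect and DMSO without agonist for full effect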
Target sequence (P51684 whole entry, looked up): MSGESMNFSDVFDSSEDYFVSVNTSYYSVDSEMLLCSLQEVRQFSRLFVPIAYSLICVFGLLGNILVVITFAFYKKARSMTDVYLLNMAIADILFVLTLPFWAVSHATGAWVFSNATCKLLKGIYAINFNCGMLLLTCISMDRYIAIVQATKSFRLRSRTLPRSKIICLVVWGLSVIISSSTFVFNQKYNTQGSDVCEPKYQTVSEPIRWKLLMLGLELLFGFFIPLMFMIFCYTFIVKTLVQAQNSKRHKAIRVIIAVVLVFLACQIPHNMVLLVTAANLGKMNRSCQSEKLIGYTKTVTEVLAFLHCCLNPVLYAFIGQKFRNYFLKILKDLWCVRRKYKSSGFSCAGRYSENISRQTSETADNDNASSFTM
697 NFkB inh = lowers PMA/ionomycin-induced NF-kB signal in 697 B cells | 697 B-cell NF-kB luciferase reporter, 16 h | inhibition, % at 4 µM | actives 0.33% (n = 330,000) | AID 435022; in the data active = inhibition above about 35%
* marks the source's active call; other numbers are inactive results; . = not tested or not shown.

No.	smiles	UBC13 inh	APJ antag	Jurkat NFkB inh	CXCR6 inh	Gli-Sufu antag	EBI2 block	CCR6 antag	697 NFkB inh
1	CCC(=O)/C(=C(/O)c1ccccc1)c1nc2ccccc2[nH]1	0	4	-46	-2	11	-8	16	-13
2	CC(Oc1ccc(Cl)cc1Cl)C(=O)NCCCN(C)C (centres undefined)	0	7	5	2	44	0	8	24
3	O=S(=O)(Nc1cccc2ccccc12)c1ccccc1F	-5	21	17	-7	.	-1	9	12
4	Cc1cccc(NC(=O)COc2coc(CN3CCN(c4ccccc4)CC3)cc2=O)c1	0	-42	-15	1	-6	8	10	6
5	Cc1ccc(C(=O)C(C)Sc2nnc(N)s2)cc1 (centres undefined)	2	-20	-19	7	8	-9	3	24
6	NNC(=O)c1snnc1-c1ccccc1	4	-12	16	-5	0	-3	-6	5
7	COc1cc(CNC2CCCC2)cc(Cl)c1OCc1ccccc1Cl	30	28	-1	-23	-1	-36	-2	-2
8	CCOC(=O)c1c(NC(=O)CSc2nnc3ccccn23)sc2c1CCC2	-1	-7	3	2	11	0	18	-15
9	CN(C)c1ccc(/C=N/NC(=O)CCCCCNC(=O)c2ccccc2)cc1	-11	1	-33	-5	-23	3	10	-18
10	O=C(Nc1nnc(CCc2ccccc2)s1)c1ccccc1	-5	-29	-28	7	.	0	9	-82
11	CCCc1nc2sc3ccccc3c(=O)c2c(=O)n1Cc1ccco1	.	.	.	3	9	8	10	.
12	COc1cccc(-c2nnc(NC(=O)c3ccc4ncsc4c3)o2)c1	22	-6	18	31	-36	-34	29	-45
13	COC(=O)c1ccccc1NC(=O)c1cc([N+](=O)[O-])nn1Cc1ccccc1	2	1	-11	-4	16	15	5	10
14	CC(C)CCNC(=O)CCn1nc(-c2ccc(Cl)cc2)ccc1=O	0	-5	-1	-1	-3	7	-1	4
15	C/C(=N/NC(=O)c1ccncc1)c1ccc(NC(=O)c2ccccc2)cc1	1	5	-16	-2	0	0	5	5
16	Cc1cc(Cl)c(S(=O)(=O)N2CCCCCC2)cc1OCC(=O)NC1CCCCC1	-2	-18	65*	-2	48	-13	0	75*
17	OCCC1CN(Cc2ccccn2)CCN1C1CCCC1 (centres undefined)	1	0	-9	0	0	-5	4	11
18	CCCCN1CC(COCc2ccccc2)Oc2cccc(OCCN3C(=O)[C@@H]4[C@H](C3=O)C3C=C[C@H]4C3)c2S1(=O)=O (some centres undefined)	.	.	.	7	15	-20	6	.
19	O=C(NCc1ccccc1)C1CCCN(S(=O)(=O)c2cccc3nsnc23)C1 (centres undefined)	-4	-2	10	6	3	-9	11	-1
20	O=C(CNCCO)N1CCc2ccccc21	1	9	12	-11	-2	-2	14	18

The results go on:
No.	smiles	UBC13 inh	APJ antag	Jurkat NFkB inh	CXCR6 inh	Gli-Sufu antag	EBI2 block	CCR6 antag	697 NFkB inh
21	COc1ccccc1S(=O)(=O)Nc1ccc(-c2nnc3n2CCCCC3)cc1	-1	-25	-18	-1	5	-1	-16	23
22	CCc1ccccc1Nc1nc(N)nc(CSc2nnc3ccccn23)n1	-16	-9	-10	-1	-11	5	15	-7
23	CCOC(=O)C1=C(C)N(C)C(C)=C(C(=O)OCC)C1c1ccsc1	2	-36	-10	4	7	13	15	-2
24	O=C(Nc1ccc(OCC(F)(F)C(F)F)c(C(F)(F)F)c1)c1ccccc1	7	1	-10	-5	-4	-8	1	-2
25	CN1CCN(c2ccc(Cl)cc2NC(=O)c2ccc(S(=O)(=O)N3CCCCCC3)cc2)CC1	15	12	-6	8	8	-2	18	-1
26	CN(C)S(=O)(=O)c1ccc(C(=O)OCC(=O)NCc2ccccc2)cc1	-12	-5	-6	-4	-7	-5	-10	3
27	COC(=O)C1=C(C)Nc2nnnn2C1c1ccco1 (centres undefined)	5	0	-1	6	-4	-1	-4	-2
28	Cc1ccc2c(c1)N(C(=O)CCC(=O)O)CCO2	5	1	13	-2	-12	-7	13	7
29	Nc1ccc(C(=O)N(CCO)CCO)cc1	1	4	-12	3	-3	-2	12	6
30	CCOc1ccc(-c2cc(C(=O)NCC3CCCO3)c3ccccc3n2)cc1 (centres undefined)	4	-3	-16	8	-19	6	12	-10
31	CC(C)(C)c1ccc(OCCC(=O)Nc2cccc(S(=O)(=O)N3CCCC3)c2)cc1	-6	2	-7	3	7	0	12	-54
32	CCC(=O)N1CCC2(CC1)Oc1ccc(F)cc1C(=O)C21CC(c2cccnc2)=NO1 (centres undefined)	-7	12	1	-3	3	2	2	22
33	O=C(/C=C/c1cccc(F)c1)Nc1ccc(S(=O)(=O)N2CCOCC2)cc1	-14	7	-14	-10	7	-3	13	-36
34	Cn1c(SCCN2CCCC2)nnc1C1CCN(S(=O)(=O)c2cccc(F)c2)CC1	3	-3	-22	1	26	-1	-8	-11
35	CCn1cc2c(c1-c1cccc(C)c1)c(=O)n(C)c(=O)n2C	16	-12	8	-3	3	-5	-5	8
36	CC(=O)c1ccc(N2CCN(S(=O)(=O)c3cccc4nonc34)CC2)cc1	4	-5	-3	0	2	4	6	9
37	CN(Cc1ccccc1)c1nc(N)c([N+](=O)[O-])c(NCc2ccccc2)n1	23	22	8	7	9	15	27	3
38	COc1cc(NC(=O)Cc2nn(C)c(=O)c3ccccc23)cc(OC)c1	-3	-11	12	4	24	8	5	-17
39	Cc1ccc(S(=O)(=O)N(C)c2ccc(OC(=O)CN3C(=O)NC(C)(c4ccccc4)C3=O)cc2)cc1C (centres undefined)	.	.	.	6	-1	-14	20	.
40	COc1ccccc1NC(=O)Cn1nnc(-c2ccccc2NC(=O)c2cc3ccccc3oc2=O)n1	-1	6	-11	-10	-16	-6	23	-25

Pulled one by one from the entries so far (2):
No.	smiles	UBC13 inh	APJ antag	Jurkat NFkB inh	CXCR6 inh	Gli-Sufu antag	EBI2 block	CCR6 antag	697 NFkB inh
32	CCC(=O)N1CCC2(CC1)Oc1ccc(F)cc1C(=O)C21CC(c2cccnc2)=NO1 (centres undefined)	-7	12	1	-3	3	2	2	22
30	CCOc1ccc(-c2cc(C(=O)NCC3CCCO3)c3ccccc3n2)cc1 (centres undefined)	4	-3	-16	8	-19	6	12	-10

Remaining list, next part.
No.	smiles	UBC13 inh	APJ antag	Jurkat NFkB inh	CXCR6 inh	Gli-Sufu antag	EBI2 block	CCR6 antag	697 NFkB inh
41	COc1ccc(CN2CCNC(=O)C2CC(=O)NC2CCCC2)c(C)c1C (centres undefined)	4	-5	8	-2	17	-7	-11	-13
42	COc1ccc(N(C)S(=O)(=O)c2ccc3c(c2)oc(=O)n3C)cc1	10	9	11	-2	4	1	19	20
43	CC(C(=O)NCC1(c2ccccc2)CCCC1)N1CCCC1 (centres undefined)	5	-1	-5	2	6	-5	0	10
44	COc1ccc(/C=C(\C#N)C(=O)NC2CCS(=O)(=O)C2)cc1OC (centres undefined)	-17	-2	4	-9	-1	-7	0	-17
45	C[C@H](CO)N1C[C@H](C)[C@@H](CN(C)S(C)(=O)=O)Oc2ccc(NC(=O)C3CC3)cc2C1=O	-4	-4	8	-6	-26	-5	11	-1
46	Cc1ccc(O)c(C(=O)c2cc(C#N)c3nc4ccccc4n3c2)c1	-19	-2	7	-5	3	-9	-5	4
47	CCOC(=O)c1c(NC(=O)CC2SC(N)=NC2=O)sc2c1CCC(C)C2 (centres undefined)	9	-21	16	-2	-4	-3	-10	-9
48	Cc1ccc2nc(N3CCN(C=O)CC3)nc(-c3ccccc3)c2c1	23	15	7	4	-3	11	0	-1
49	CSc1ncccc1C(=O)OCC(=O)c1cccc(Br)c1	-3	-8	-10	-6	6	2	8	13
50	CCCC(=O)C1=C(O)C(C(=O)OC)C(C)(C)CC1=NCCCCCC(=O)O (centres undefined)	-10	13	-6	2	3	6	2	-1
51	ClC(Cl)(Cl)c1nc(N/N=C/c2ccncc2)c2ccccc2n1	-14	-12	15	0	-27	10	2	0
52	CC(Cc1ccccc1)N/C=C1/CC(=O)NC1=O (centres undefined)	0	17	3	8	4	1	6	24
53	c1ccc(-c2cn3c(n2)CCC3)cc1	0	11	12	3	-3	-8	-12	7
54	CCn1cc([C@@H]2C[C@H]3CN(Cc4cccc(Cl)c4)C(=O)[C@]34CCCN24)cn1	6	6	-6	2	6	0	5	6
55	COc1cccc(C=NNC(=S)NN=Cc2cccc(OC)c2OC)c1OC	.	.	.	8	-5	-7	27	.
56	CCCCCCSc1cccc(-c2nc3ccc(C)cn3c2NCc2ccccc2)c1	25	-21	-12	11	-11	28	-3	-39
57	CCOc1ccc2nc(NS(C)(=O)=O)sc2c1	-3	2	-17	-12	5	4	-1	-25
58	COc1ccc(NC(=O)CSc2nc3c([nH]c4ccccc43)c(=O)n2C)cc1	3	2	5	-3	-1	3	3	0
59	CCOc1ccc(C(C(=O)NCC2CCCO2)N(C(=O)c2snc(C(N)=O)c2N)c2ccccc2F)cc1 (centres undefined)	48*	5	12	5	-3	-8	5	9
60	COc1ccccc1OCC(=O)Nc1ccc(S(=O)(=O)N2CCN(C)CC2)cc1	6	-6	3	0	-20	2	6	6

Further records follow:
No.	smiles	UBC13 inh	APJ antag	Jurkat NFkB inh	CXCR6 inh	Gli-Sufu antag	EBI2 block	CCR6 antag	697 NFkB inh
61	O=S(=O)(NCc1cn2ccsc2n1)c1cccs1	9	-19	12	-3	14	1	2	6
62	Cc1cc(N2CCN(S(=O)(=O)Cc3ccccc3)CC2)n2ncnc2n1	8	-15	8	-8	0	-8	-22	5
63	CC1CCN(C(=O)CCNS(=O)(=O)c2ccc(Br)cc2)CC1	6	9	-5	3	-2	-4	16	5
64	CN(CC(=O)NCc1ccc(Cl)cc1)S(=O)(=O)c1cccc2cccnc12	-1	-10	8	1	-5	2	5	-18
65	COc1cc(/C=N/NC(=O)c2cccnc2)ccc1OCC(=O)N1CCOCC1	-18	6	10	12	-6	-5	13	2
66	COc1ccc(OC)c(/C=C/C(=O)N(C)CC(=O)Nc2cc(C)ccc2C)c1	17	1	1	-2	2	-7	1	8
67	Nc1nc(-c2cccnc2)nn1C(=O)c1ccc(Cl)cc1	.	.	.	5	-4	-9	10	.
68	O=C(CSc1nc(C(F)(F)F)cc(=O)[nH]1)Nc1cccc2ccccc12	-1	-10	17	-1	-1	4	-1	22

Molecules listed so far containing a Cl atom, in the order listed:
No.	smiles	UBC13 inh	APJ antag	Jurkat NFkB inh	CXCR6 inh	Gli-Sufu antag	EBI2 block	CCR6 antag	697 NFkB inh
2	CC(Oc1ccc(Cl)cc1Cl)C(=O)NCCCN(C)C (centres undefined)	0	7	5	2	44	0	8	24
7	COc1cc(CNC2CCCC2)cc(Cl)c1OCc1ccccc1Cl	30	28	-1	-23	-1	-36	-2	-2
14	CC(C)CCNC(=O)CCn1nc(-c2ccc(Cl)cc2)ccc1=O	0	-5	-1	-1	-3	7	-1	4
16	Cc1cc(Cl)c(S(=O)(=O)N2CCCCCC2)cc1OCC(=O)NC1CCCCC1	-2	-18	65*	-2	48	-13	0	75*
25	CN1CCN(c2ccc(Cl)cc2NC(=O)c2ccc(S(=O)(=O)N3CCCCCC3)cc2)CC1	15	12	-6	8	8	-2	18	-1
51	ClC(Cl)(Cl)c1nc(N/N=C/c2ccncc2)c2ccccc2n1	-14	-12	15	0	-27	10	2	0
54	CCn1cc([C@@H]2C[C@H]3CN(Cc4cccc(Cl)c4)C(=O)[C@]34CCCN24)cn1	6	6	-6	2	6	0	5	6
64	CN(CC(=O)NCc1ccc(Cl)cc1)S(=O)(=O)c1cccc2cccnc12	-1	-10	8	1	-5	2	5	-18
67	Nc1nc(-c2cccnc2)nn1C(=O)c1ccc(Cl)cc1	.	.	.	5	-4	-9	10	.

Screening data deposited in PubChem BioAssay by Sanford-Burnham Center for Chemical Genomics.

Outcome played no part in choosing rows. Share with any hit: about 3%.
